RMI FANCM FP = blocks RMI1/RMI2 complex binding to FANCM MM2 peptide | Fluorescence polarization, RMI core complex with F-MM2 peptide; stronger effect = lower value | FP signal (polarization) at 33 µM | 70,000 compounds, 0.58% hits; in the data active = FP signal below about 40; also: inactives centre near 61; strong numbers were not always called active; unit not given here
Numbers without * were called inactive; & = joins results of further samples. These rows are one share of the data; rates above refer to the full screens.

canonical_smiles,RMI FANCM FP
CCOC(=O)c1c(NC(=O)c2cc(S(=O)(=O)C(C)C)c(SC)s2)sc(C)c1C,37*
O=C(CNC(=O)c1ccccc1Cl)N/N=C\c1ccc([N+](=O)[O-])cc1,59
CCOC(=O)C(=O)C=C(O)c1ccc(OC)cc1,55
Cc1cc(NC(=O)CC2CCCCC2)nc2c1c(=O)oc1ccccc12,75
O=C(NCc1cc(F)cc2c1OCOC2)c1ccc(Oc2cc(Cl)cc(Cl)c2)o1,59
CCn1nc(C(=O)Nc2nnc(-c3ccccc3Cl)o2)cc1C,64
O=C(Nc1ccc2c(c1)OCCO2)c1cccc2c3c([nH]c12)CCCC3,55
Cn1c(=O)c2c(nc(N=Nc3c(O)[nH]c4ccccc34)n2Cc2ccc(Cl)c(Cl)c2)n(C)c1=O,62
CN(Cc1ccco1)S(=O)(=O)c1ccc(C(=O)Nc2ncnc3sccc23)cc1,54
NC(=S)C1COc2ccccc2O1 (centres undefined),57
COc1cccc(-c2nnc(NC(=O)CCSc3ccc(Cl)cc3)o2)c1,51
CC(C)CCN1C(=O)C(C)(C)COc2ccc(NS(=O)(=O)c3cccc(Cl)c3)cc21,65
O=C(CSc1ccc(NC(=O)c2cccc(F)c2)nn1)NCc1cccs1,84
Cc1nc2ccc(NC(=O)Cc3cccs3)cc2c(=O)n1-c1ccc(F)cc1,60
Cc1ccc(C)c(-c2csc(NC(=O)c3ccccc3Br)n2)c1,63
O=C(c1ccc(Cl)cc1)n1ccc(-c2cccc([N+](=O)[O-])c2)n1,53
O=c1c2c3c(sc2nc(SCc2ccc4c(c2)OCO4)n1-c1ccccc1)CCC3,71
Cc1nc(-c2cccnc2)sc1-c1ccc(SCC(=O)N2CCN(c3ccccc3)CC2)nn1,63
Cc1cc(C(=O)Nc2nnc(C3CCCCC3)o2)on1,64
CCOC(=O)c1c(NC(=O)CSc2nc3ccccc3o2)sc2c1CCCCC2,59

An excerpt from above in order of the RMI FANCM FP value, high to low:
canonical_smiles,RMI FANCM FP
O=C(CSc1ccc(NC(=O)c2cccc(F)c2)nn1)NCc1cccs1,84
Cc1ccc(C)c(-c2csc(NC(=O)c3ccccc3Br)n2)c1,63
CN(Cc1ccco1)S(=O)(=O)c1ccc(C(=O)Nc2ncnc3sccc23)cc1,54

Next section.
canonical_smiles,RMI FANCM FP
Nc1ccc2c(c1)OCCCO2,61
COc1ccc(N2CCN(c3nc4c(c(=O)[nH]c(=O)n4C)n3CCSc3nnc(C)s3)CC2)cc1,57
COc1ccc(S(=O)(=O)N2CCCC(C(=O)Nc3cc(C)nn3C(C)C)C2)cc1 (centres undefined),67
O=C(CS(=O)(=O)c1ccc(Br)s1)Nc1nccs1,73
N#Cc1c(SCC(=O)c2ccccc2)nc2c(c1-c1cccnc1)CCCC2,64
COCCn1c(SCc2nc(-c3ccccc3C)no2)nc2ccsc2c1=O,77
CCc1cccc(CC)c1-n1c(CNC(=O)c2ccc(C)c(C)c2)n[nH]c1=S,62
O=S(=O)(c1ccc(Cl)cc1)N1CCN(c2ccc3nncn3n2)CC1,70
O=C(NCc1cccc(Oc2ccccc2)c1)C(=O)c1c[nH]c2ccccc12,58
COc1ccc(-n2c(SCc3ccc([N+](=O)[O-])cc3)nnc2-c2cccnc2)cc1,66
O=C(CSc1nc2scc(-c3ccccc3)c2c(=O)n1-c1ccccc1)Nc1ccc2c(c1)OCO2,65
Cc1csc2ncnc(NNS(=O)(=O)c3cc(C(F)(F)F)cc(C(F)(F)F)c3)c12,47
COc1ccc(Br)c(-c2nnc(-c3ccccc3N)o2)c1,48
CC(C)(C)c1ccc(NC(=O)C(Cl)(Cl)Cl)c([N+](=O)[O-])c1,52
O=c1[nH]c(O)c(C=C2C=Nc3ccccc32)s1,48
NS(=O)(=O)c1ccc(NC(=O)CCN2C(=O)/C(=C/c3ccc(F)cc3)SC2=S)cc1,57
CS(=O)(=O)Nc1cccc(C2=NN(S(C)(=O)=O)C(c3ccc4c(c3)OCO4)C2)c1 (centres undefined),62&70
O=c1[nH]c(=S)c2c(n1-c1ccc3c(c1)OCCO3)CCC2,65
CCCN1CCCc2cc(CCNC(=O)C(=O)Nc3ccc(C)c(C)c3)ccc21,72
CC(C)(CC(=O)N1CCN(c2ccccc2)CC1)Sc1ccc(Cl)cc1,49
CSCc1csc(N)n1,65
CS(=O)(=O)c1ccc2nc(N(Cc3cccnc3)C(=O)c3ccc4c(c3)OCCO4)sc2c1,86
Cc1nn(-c2ccccc2)c(C)c1/C=N/NC(=O)CCn1cnc2ccccc21,57
COc1ccc(-c2ccc(=O)n(CCCNC(=O)c3ccc(C)cc3)n2)cc1,68
O=C(Cn1c(S(=O)(=O)Cc2ccccc2)nc2ccccc21)N1CCN(c2ccccc2)CC1,50
Cc1cc(S(=O)(=O)N2CCCCC2CCNC(=O)C(=O)NCc2cccs2)ccc1F (centres undefined),51
CSc1ncccc1C(=O)Nc1ccc2c(c1)C(=O)OC2,58
O=C(O)/C=C\C(=O)NNC(=O)CSc1nc2ccccc2[nH]1,62
COc1cccc(CC(=O)NNC(=O)c2ccc3nccnc3c2)c1,56
CCNc1nn(CC(=O)NCc2ccccc2)c(N)c1-c1nc(-c2ccccc2C)no1,69
Cc1ccc(C)c(S(=O)(=O)NCc2ccc(C(=O)NCc3ccco3)cc2)c1,75
C=CCN1C(=O)C(C)(C)COc2cc(NC(=O)c3ccccc3Br)ccc21,67
N#Cc1ccccc1OCC(=O)Nc1ccccc1,64
CC(C)(CC(=O)O)CC(=O)NCc1c(Cl)cccc1Sc1ccc(Cl)cc1,57
COc1ccc(-c2cc(N)n(-c3ccc(Cl)c(Cl)c3)n2)cc1,50
Cn1c(=O)[nH]c(=O)c2c1nc(Nc1ccc(Oc3ccccc3)cc1)n2CC(=O)O,62
O=C(NCCn1ncc2c(=O)n(Cc3cccc(C(F)(F)F)c3)cnc21)C1CC1,67
O=C(Nc1ccc(C(F)(F)F)cc1[N+](=O)[O-])c1ccccc1O,54
Cc1ccc(C)c(NC(=O)CSc2cn(CCNC(=O)c3cccs3)c3ccccc23)c1,59
O=C(Cc1ccc(Cl)cc1)N(Cc1ccccn1)c1nc2c(F)cccc2s1,66
O=c1[nH]nc(SC(F)(F)C(F)(F)C(F)(F)F)c(=O)[nH]1,60
COc1ccc(-n2c(SCC(=O)Nc3ccc(F)cc3F)nc3c([nH]c4ccccc43)c2=O)cc1,68
O=C(CSc1nnc(CNC(=O)c2c(F)cccc2F)o1)c1ccc(Cl)cc1,61
COc1ccc(NC(=O)Cc2csc(Nc3cccc(Cl)c3)n2)c(OC)c1,75
COCc1nnc(NC(=O)c2ccc(S(=O)(=O)N(CCC#N)CCC#N)cc2)o1,63
COc1ccc(-c2cc(-c3ccc(OC)cc3)c(C#N)c(SCC(=O)Nc3ccc(-c4nc5ccccc5s4)cc3)n2)cc1,138
NC(=NCCCCCCN=C(N)N=C(N)Nc1ccc(Cl)cc1)N=C(N)Nc1ccc(Cl)cc1,101&69
CC1CC(OCC(S)CN2CCN(Cc3ccccc3)CC2)CC(C)(C)C1 (centres undefined),69
O=C(NCC(c1ccsc1)N1CCc2ccccc2C1)c1ccccc1F (centres undefined),69
Cc1cccc(NC2=C(C#N)C(=O)NC3(CCCC3)S2)c1,54
Cc1cc(=O)[nH]c(-n2nc(-c3cccs3)cc2NC(=O)C2CC(=O)N(c3ccc(Cl)cc3)C2)n1 (centres undefined),59
O=C(C1CCCCC1)N1CCN(c2ccc([N+](=O)[O-])cc2-n2cccc2)CC1,57
Clc1ccc(Nc2nc(NCC3CCCO3)nc3nccnc23)cc1 (centres undefined),57
O=S1(=O)CCN(Cc2ccc(NS(=O)(=O)c3cccs3)cc2)CC1,55
CCOc1ccccc1N=c1oc2c3c4c(cc2cc1C(=O)Nc1ccccc1OC)CCCN4CCC3,33*
CCCCN1C(=O)CCc2cc(NC(=O)COc3ccc(OC)cc3)ccc21,65
O=C(CCS(=O)(=O)c1ccccc1)Nc1nc2c(s1)-c1cccc3cccc-2c13,53
COc1ccc(NC(C)=O)c(NC(=S)Nc2ccc(C)cc2C)c1,60
CCOC(=O)c1c(C)[nH]c(C(=O)NNC(=O)c2cccc(Br)c2)c1C,63
CCN(CC)CCN(C(=O)c1ccnn1C)c1nc2c(OC)ccc(C)c2s1,77

Copied from above (4 entries):
canonical_smiles,RMI FANCM FP
O=C(C1CCCCC1)N1CCN(c2ccc([N+](=O)[O-])cc2-n2cccc2)CC1,57
Clc1ccc(Nc2nc(NCC3CCCO3)nc3nccnc23)cc1 (centres undefined),57
O=S1(=O)CCN(Cc2ccc(NS(=O)(=O)c3cccs3)cc2)CC1,55
CCOc1ccccc1N=c1oc2c3c4c(cc2cc1C(=O)Nc1ccccc1OC)CCCN4CCC3,33*

The list goes on:
canonical_smiles,RMI FANCM FP
O=C1Oc2ccc(Br)cc2CC1C(=O)N1CCCCC1 (centres undefined),56
CCCCC(=O)NCCCS(=O)(=O)N1CCN(c2ccc(F)cc2)CC1,61
COc1cccc(NC(=O)CCSc2ccc3ccccc3n2)c1,78
COc1cc(C)c(C)cc1S(=O)(=O)Nc1ccc(Cl)c(N2CCCS2(=O)=O)c1,60
O=[N+]([O-])c1ccc(-c2csc(-c3ccsc3)n2)cc1,56
Cc1nn(C2CCS(=O)(=O)C2)c2nc(-c3ccccc3)cc(C(=O)O)c12 (centres undefined),69
Cc1ccc(S(=O)(=O)NCC2CCN(Cc3cccs3)CC2)c(C)c1,75
COc1cc(C(=O)O/N=C\c2ccccc2OC(F)(F)F)cc(OC)c1OC,50
NCC1CN(c2ccccc2)C(=O)O1 (centres undefined),65
CS(=O)(=NC(=O)c1ccccc1)c1ccsc1 (centres undefined),55
COc1ccccc1NC(=O)CCCN1C(=O)c2cccc3cccc(c23)C1=O,62
CS(=O)(=O)c1ccccc1-c1nnc(NC(=O)COc2ccccc2)o1,57
Cc1ccc(Cc2nnc(NC(=O)c3ccn(C)n3)o2)cc1,65
Cc1ccc2c(c1)C(=O)C(=O)N2CC(=O)N(c1ccccc1)C(C)C,58
O=C(Cn1nc(-c2ccccc2)c2sc(N3CCCC3)nc2c1=O)NCc1ccco1,81
CCCCc1ccc(NC(=O)c2cc(=O)c(OC)cn2C)cc1,64
O=C(CSc1nn2c(-c3ccccc3Br)nnc2s1)Nc1cccc(Cl)c1,58
O=C(CSc1nnc(NC(=O)c2cccc(Br)c2)s1)Nc1ccc2c(c1)OCO2,57
Cc1cc(=O)[nH]c(-n2nc(C)c(CCC(=O)Nc3ccc(F)c(F)c3)c2C)n1,63
O=C(NCc1ccc2c(c1)OCO2)C1(S(=O)(=O)c2ccccc2)CC1,66

Overlap with the part before: three compounds, followed by the next part.
canonical_smiles,RMI FANCM FP
O=C(CSc1nnc(NC(=O)c2cccc(Br)c2)s1)Nc1ccc2c(c1)OCO2,57
Cc1cc(=O)[nH]c(-n2nc(C)c(CCC(=O)Nc3ccc(F)c(F)c3)c2C)n1,63
O=C(NCc1ccc2c(c1)OCO2)C1(S(=O)(=O)c2ccccc2)CC1,66
CC1(C)CC(=O)C(N=Nc2ccccc2Br)=C(O)C1,62
C/C(=N/NC(N)=S)c1cccs1,61
NC(CSCSCC(N)C(=O)O)C(=O)O (centres undefined),66
Cc1ccc2c(c1)sc(=NC(=O)CCCCCCCC(=O)N=c1sc3cc(C)ccc3n1C)n2C,52
COc1ccc(S(=O)(=O)NCc2cccnc2)cc1N(C)S(C)(=O)=O,67
CCOC(=O)N1CCN(C(=O)Nc2nc(CC(=O)NC(C)c3ccccc3)cs2)CC1 (centres undefined),62
CCCCCNC(=O)c1cn(-c2ccc(C)cc2)nn1,66
COc1c(C(=O)O)ccc2c1CCC(C)(C)O2,60
CN([C@@H](Cc1ccc(OS(=O)(=O)c2cccc3cnccc23)cc1)C(=O)N1CCN(c2ccccc2)CC1)S(=O)(=O)c1cccc2cnccc12,60
CC(=O)OC1CCC2(O)CC1(C)CCC1C2CC1(C)C (centres undefined),64
COc1cc(C(=O)Nc2sc3c(c2C(N)=O)CCCC3)cc(OC)c1OC,70
O=C(Oc1c(Br)cc(Cl)c2cccnc12)N1CCOCC1,57
O=C(NCC1CCN(Cc2ccco2)CC1)c1cccc(C(F)(F)F)c1,79
CC(=O)N1CCc2ccc(N)cc21,68
C#CCn1c(=NC(=O)c2ccn(C)n2)sc2cc(S(N)(=O)=O)ccc21,74
OC(COC12CC3CC(CC(C3)C1)C2)CN1CCN(Cc2ccc(Cl)cc2)CC1 (centres undefined),65
C=CCn1c(SCC(=O)Nc2nc(-c3ccccc3)ns2)nc2sc3c(c2c1=O)CCC(C)C3 (centres undefined),74
CC(C)(C)c1csc(NC(=O)C2COc3ccccc3O2)n1 (centres undefined),52
Cc1ccc2[nH]c3c(=O)n(CCC(=O)NCC(C)c4ccccc4)cnc3c2c1 (centres undefined),66
O=C(Cc1cc(-c2cccs2)on1)NCc1ccc2c(c1)OCO2,65
CCCc1ccc(-c2ccc(C#N)cc2)nc1,58
O=C(NCCN1CCOCC1)C(=O)NC1CCCC1,51
O=C(CNC(=O)c1ccccc1Br)N/N=C\c1ccccc1[N+](=O)[O-],60
CCCN1CCCc2cc(CCNC(=O)COCC)ccc21,27*
COC(=O)c1ccc(C(=O)Nc2cc(C)no2)cc1,72
Cc1cc2cc(CNC(=O)c3ccc(Br)o3)ccc2[nH]1,59

Bioassay records from PubChem.
